# Screens deposited in PubChem BioAssay by The Scripps Research Institute Molecular Screening Center.
# TEAD-YAP inh = TEAD-YAP interaction inhibition, primary screen, TEAD-YAP interaction inhibitor project, luminescence, HEK-TIYL cells; TEAD-Gal4/YAP UAS-luciferase luminescence; inhibition, % at 9.12 µM; hit rate 1.4% among 640,000; AID 1259422, 2018; in the data active = inhibition above about 32%;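 also: 0% = median of test compound wells and 100% = reference inhibitor wells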
# GPR151 ag = activators of human GPR151, primary screen, cell-based, PathHunter beta-arrestin, luminescence; AID 1508602, 2020; PathHunter beta-arrestin GPR151 cells; G-protein coupled receptor 151 (Homo sapiens), Q8TDV0; hit rate 1% among 650,000; activation, % at 11.2 µM; in the data active = activation above about 4.9%;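 also: 0% = median of compound wells and 100% = cells with positive control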
# Target sequence (Q8TDV0 whole entry, looked up): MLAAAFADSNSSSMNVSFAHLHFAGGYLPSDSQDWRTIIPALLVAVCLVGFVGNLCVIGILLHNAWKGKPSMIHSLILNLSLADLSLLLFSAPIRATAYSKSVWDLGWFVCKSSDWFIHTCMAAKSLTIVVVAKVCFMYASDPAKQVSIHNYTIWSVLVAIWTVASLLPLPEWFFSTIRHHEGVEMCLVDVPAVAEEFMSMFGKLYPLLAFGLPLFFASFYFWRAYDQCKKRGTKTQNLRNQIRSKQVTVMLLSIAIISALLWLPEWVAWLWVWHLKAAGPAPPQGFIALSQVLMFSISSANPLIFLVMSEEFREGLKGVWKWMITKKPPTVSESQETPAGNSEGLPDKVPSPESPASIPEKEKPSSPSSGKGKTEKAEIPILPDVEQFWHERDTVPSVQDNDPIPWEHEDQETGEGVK
# MITF primary = MITF inhibitors, primary screen, biochemical, AlphaScreen, human; Microphthalmia-associated transcription factor (Homo sapiens), O75030; AlphaScreen MITF homodimerization, bead proximity signal; inhibition, % at 2.6 µM; hit rate 0.91% among 650,000; in the data active = inhibition above about 50%;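 also: 0% = vehicle wells with protein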
# FBW7 act = FBW7 E3 ligase activators, primary screen, biochemical, AlphaScreen, human; AlphaScreen FBW7–phospho-cyclin E peptide binding, activator screen; normalized activity (activation), % at 26.1 µM; hit rate 0.13% among 650,000; AID 1259310, 2017; in the data active = normalized activity above about 1.9%;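 also: purified mutant Fbw7 with reduced substrate affinity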
# Target sequence (Q969H0 whole entry, looked up): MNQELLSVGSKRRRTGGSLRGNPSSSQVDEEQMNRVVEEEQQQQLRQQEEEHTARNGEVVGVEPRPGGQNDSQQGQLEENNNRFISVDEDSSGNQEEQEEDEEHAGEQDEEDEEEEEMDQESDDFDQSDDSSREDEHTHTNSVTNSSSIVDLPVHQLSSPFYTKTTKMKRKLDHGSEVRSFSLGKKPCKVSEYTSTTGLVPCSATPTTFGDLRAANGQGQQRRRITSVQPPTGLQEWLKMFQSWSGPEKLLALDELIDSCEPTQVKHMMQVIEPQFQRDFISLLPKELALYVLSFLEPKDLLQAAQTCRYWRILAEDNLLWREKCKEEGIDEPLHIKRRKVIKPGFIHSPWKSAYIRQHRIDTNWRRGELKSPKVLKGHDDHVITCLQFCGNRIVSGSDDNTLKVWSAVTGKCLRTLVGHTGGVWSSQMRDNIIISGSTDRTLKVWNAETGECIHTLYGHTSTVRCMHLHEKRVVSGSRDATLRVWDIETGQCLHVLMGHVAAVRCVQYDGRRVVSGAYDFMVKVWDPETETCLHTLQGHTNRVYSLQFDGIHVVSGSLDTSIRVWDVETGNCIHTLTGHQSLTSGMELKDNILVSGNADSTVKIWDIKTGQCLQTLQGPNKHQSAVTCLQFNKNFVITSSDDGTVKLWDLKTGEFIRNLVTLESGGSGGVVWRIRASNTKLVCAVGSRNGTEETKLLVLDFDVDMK
# Numbers without * were called inactive. The order is random; about 3.4% have a hit in one of these screens.
SMILES,TEAD-YAP inh,GPR151 ag,MITF primary,FBW7 act
O=C(Nc1cccc(C(F)(F)F)c1)N1CCN(c2ccc(C(F)(F)F)cc2[N+](=O)[O-])CC1,5.3,0.5,15.3,0.0
O=C(Nc1ccc(Cl)c(Cl)c1)N1CCN(c2ncccc2C(F)(F)F)CC1,-3.8,0.8,10.9,0.4
CN1CCN(c2ccc(-c3cccc(C(N)=O)c3)cc2)CC1,-61.0,0.1,11.5,0.1
C/C(=C\C(=O)c1cccnc1)Nc1ccc(C)cc1,-9.2,1.5,4.3,0.7
O=C(Nc1cc2cc([N+](=O)[O-])ccc2oc1=O)c1cccc([N+](=O)[O-])c1,1.4,0.9,-1.1,0.0
O=C(Nc1ccc(OCc2ccccc2)cc1)c1ccc(C(F)(F)F)cc1,-3.7,3.0,3.0,0.0
COc1cccc(-c2cc(C(=O)NCC(C)C)no2)c1,-34.0,-0.5,-1.9,0.1
CC(C)c1ccc(-c2cc(C3CC3)nc(N)c2C#N)cc1,-3.8,-0.5,1.4,0.2
CCc1ccccc1NC(=O)c1cc(S(=O)(=O)N2CCN(c3ccccc3F)CC2)ccc1F,2.9,-1.5,2.4,0.1
CC1(C)CC(n2c(SCc3ccccc3)nc3c(c2=O)C2(CCCCC2)Cc2ccccc2-3)CCO1 (configuration not stated),10.1,1.6,-10.6,0.1
Cc1cc(C(=O)NCCN2Cc3ccccc3OC(c3ccsc3)C2)n(C)n1 (configuration not stated),4.6,2.1,1.1,-0.1
CN(C)CCNC(=O)C(C(=O)c1ccc(F)cc1)n1ccccc1=O (configuration not stated),-4.8,0.3,-13.3,-0.1

# 3 entries already listed, ordered by count of non-hydrogen atoms, largest number first.
SMILES,TEAD-YAP inh,GPR151 ag,MITF primary,FBW7 act
O=C(Nc1cccc(C(F)(F)F)c1)N1CCN(c2ccc(C(F)(F)F)cc2[N+](=O)[O-])CC1,5.3,0.5,15.3,0.0
CN(C)CCNC(=O)C(C(=O)c1ccc(F)cc1)n1ccccc1=O (configuration not stated),-4.8,0.3,-13.3,-0.1
CC(C)c1ccc(-c2cc(C3CC3)nc(N)c2C#N)cc1,-3.8,-0.5,1.4,0.2

# (more compounds)
SMILES,TEAD-YAP inh,GPR151 ag,MITF primary,FBW7 act
CCOC(=O)C(C#N)C(C#N)(C(=O)OCC)C1CCCCC1=O (configuration not stated),10.2,3.0,3.3,-0.1
CCOC(=O)C1CCN(Cn2nc(-c3ccncc3)oc2=S)CC1,1.5,2.0,-6.6,-0.1
CCOC(=O)c1[nH]c(C)c(C(=O)c2cc(F)ccc2F)c1C,44.5*,0.7,3.8,-0.1
N=C1C(c2nc3ccccc3s2)=C(O)CN1/N=C/c1cccc([N+](=O)[O-])c1,-4.6,-2.1,-5.4,-0.2
CN(C)c1ccc(/C=C(\C#N)c2nc(-c3ccc(Cl)c(Cl)c3)cs2)cc1,-10.8,0.0,-3.0,0.0
COc1cc(N2CCN(C(=O)c3ccc4ccccc4c3)CC2)nc(C)n1,10.0,1.2,-9.6,0.0
CCN(CC)S(=O)(=O)c1cccc(C(=O)Oc2cccc(-c3cnc4ccccc4n3)c2)c1,7.9,-1.6,13.7,0.0
Cc1ccnc(SCC(=O)c2ccc([N+](=O)[O-])cc2)n1,2.1,0.6,21.5,-0.1
Cn1ncc2c(N3CCN(C(c4ccccc4)c4ccc(Cl)cc4)CC3)ncnc21 (configuration not stated),10.9,1.8,5.4,0.2
Cc1cc(C(=O)N2CCc3nnc(C(CC(C)C)NC(=O)CN(C)C)n3CC2)c(C)o1 (configuration not stated),3.7,-1.6,8.3,-0.1
CC(=O)N1CCc2cc(S(=O)(=O)N3CCCCCC3)ccc21,-3.7,0.4,7.3,1.7
CC1(C)O[C@@H]2[C@H](O1)[C@H]1OC(C)(C)OC1O[C@@H]2C(=O)Oc1ccc(Cl)cc1 (some centres not stated),8.3,-1.3,8.0,-0.1
COc1c(Cl)cc(Cl)cc1/C=C(\C#N)c1nc2ccc(C)cc2[nH]1,-0.7,0.2,-12.0,0.0
CN(C)c1ccc(/C=N/Nc2ccc3nnc(C(F)(F)F)n3n2)cc1,4.4,1.2,12.2,0.3
Cc1cccc(-n2c(SCC(=O)c3ccccc3)nc3ccccc3c2=O)c1,2.6,0.6,17.8,0.0
Cc1nc(NCc2ccc(F)cc2)nc(NCc2ccccc2)c1[N+](=O)[O-],0.1,1.5,17.4,-0.2
O=C(CN(c1ccccc1)S(=O)(=O)c1ccc(F)cc1)N1CCCCC1,-4.3,3.7,8.8,0.0
O=C(O)COc1ccc(S(=O)(=O)N2CCc3ccccc32)cc1Cl,-4.5,0.0,-2.5,0.0
COc1ccccc1NS(=O)(=O)c1ccc(NC(=O)COc2cccc(C)c2)cc1,-14.5,-0.7,4.6,-0.1
Cc1cccc(CCNC(=O)c2cc(S(=O)(=O)N3CCCC3)cn2C)c1,5.2,0.7,-0.8,-0.5
CC(C)(C)c1ccc(S(=O)(=O)N2CCN(CCC#N)CC2)cc1,1.2,-0.3,-1.1,0.1
CCn1c(SCC(=O)N2c3ccccc3CC2C)nnc1-c1ccc2c(c1)OCO2 (configuration not stated),22.9,-1.2,8.3,-0.1
Cc1ccc(S(=O)(=O)CC(=O)c2ccccc2Br)cc1,13.6,-1.3,10.3,0.8
CCOc1ccc(C(C)=O)cc1CSc1ncn[nH]1,-1.9,4.1,7.4,-0.1
CCN(CC)c1ccc(/C=N/NC(=O)c2nnn(-c3nonc3N)c2CN(C)C)c(O)c1,13.2,0.4,-8.3,0.1
COc1ccc([N+](=O)[O-])cc1NC(=O)COc1ccc(C)cc1Br,-2.1,-1.2,-25.1,0.1
CC(C)NC(=O)CN1CCC(O)(c2ccccc2)CC1,4.2,-0.5,1.2,0.1
COc1ccc(NC(=O)C2CC(=O)N(c3ccccc3OC)C2)cc1 (configuration not stated),-2.9,-0.3,12.4,-0.1
O=C(O)CC/C(=N/Nc1ccc([N+](=O)[O-])cc1)C(=O)O,-1.9,3.3,-7.6,0.1
O=C(NC(=S)NCc1cccnc1)c1cc(I)ccc1Cl,-2.8,4.1,-5.0,-0.2
CC(C)(C)c1ccc(NC(=O)c2scc3c2CCCC3)cc1,32.8*,-0.2,-17.3,0.0
Cc1ccc(S(=O)(=O)N(C)C(C)C(O)c2ccccc2)cc1 (configuration not stated),3.0,-2.2,15.8,0.7
O=C(c1ccc(Cl)cc1)n1c(=O)oc2cc(Br)ccc21,-40.7,0.5,-4.5,-0.1
CN1CCc2c(sc(NC(=O)c3ccc(S(=O)(=O)N4CCCCC4)cc3)c2C(N)=O)C1,12.4,-0.9,0.5,-0.2
C/C(=N\NC(=O)C1=NNC(=O)C1C)c1cccs1 (configuration not stated),21.0,-0.9,-0.5,-0.2
COc1ccc(NC(=O)CCCCCn2c(SCc3ccccc3)nc3ccsc3c2=O)cc1,-9.4,-0.9,-4.4,-0.1
COc1ccc2c(c1)C[C@H](C(=O)Nc1ccc(-c3cn[nH]c3)cc1O[C@H]1CCN(C)C1)CO2,-1.8,1.3,-0.2,-0.3
COc1cc(C(=O)N2c3ccccc3-c3c(ssc3=S)C2(C)C)cc(OC)c1OC,60.7*,1.7,31.3,-0.2
CCc1ccc(Nc2cc(C(=O)NCC(OC)OC)c3ccccc3n2)cc1,-7.9,-1.0,2.6,0.6
O=C1[C@@H]2C[C@H](NCc3sc4ccccc4c3Cl)CN2C(=O)[C@H]2CCCN12,-8.6,0.1,-17.6,-0.1
CCOC(=O)c1sc(N2N=C(C)CC2=O)nc1C,-0.6,0.0,0.5,-0.3
CCN(CC)c1ccc(/C=C2\SC(=S)NC2=O)c(OC)c1,2.8,0.0,27.1,0.1
O=C(COc1ccc2cc(-c3nc4ccccc4s3)c(=O)oc2c1)OCc1ccccc1,-3.0,-1.5,19.4,0.5
O=C(c1cccs1)n1nnc2ccccc21,-2.2,1.7,-14.2,-0.1
CCOC(=O)c1cnc2c(C)c(Cl)ccc2c1Nc1cccc(C(=O)O)c1,0.4,0.0,-2.8,0.1
Cc1cc(C)n(CCN(C)c2nc3nonc3nc2NC2CC2)n1,1.9,-0.2,5.8,0.0
Cc1ccc2nc(-c3ccccc3)cc(C(=O)Nc3ccccc3)c2c1,-6.1,-1.3,11.1,0.2
NC(=O)c1cccc(-c2cnn3c(N4CCOCC4)ccnc23)c1,-2.2,1.9,0.1,0.2
CCCC(C)NC(=O)CN1C(=O)c2cccc3cccc1c23 (configuration not stated),-12.4,0.1,0.2,0.0
Cc1c(NC(=O)OCCSc2nc(N(C)C)nc(N(C)C)n2)sc(=S)n1C,-5.7,-0.3,4.8,0.1
COc1cccc(/C=C/C(=O)OCC(=O)NNC(=O)c2ccccc2)c1,2.8,-0.6,-18.6,0.0
Cn1c2c(c(=O)n(C)c1=O)C(NC(=O)c1ccccc1Cl)(C(F)(F)F)C(=O)N2 (configuration not stated),-1.4,-0.9,-3.1,-0.1
COc1ccccc1N1CCN(C(=O)c2ccc(Sc3ccc(Br)cc3)c([N+](=O)[O-])c2)CC1,-3.3,0.0,20.6,0.2
CCCCN(C)CCCN(Cc1cccs1)C(=S)Nc1cccc(SC)c1,-1.2,-0.9,8.9,-0.3
COCCN(CCOC)S(=O)(=O)c1ccc(C(=O)Nc2nc(-c3ccncc3)cs2)cc1,-3.1,8.8*,-9.1,-0.2
Cc1[nH]c2ccccc2c1C(c1cc(Cl)cc(Cl)c1N1CCOCC1)c1c(C)[nH]c2ccccc12,3.0,-0.9,12.5,0.0
O=C(Cc1ccc(F)cc1)Nc1ccc2c(c1)CN(C(=O)C1CC1)CC2,10.6,-0.5,1.6,0.0
CCN(CC)C(=O)CSc1nc2ccc(N3C(=O)c4ccccc4C3=O)cc2s1,-10.8,3.2,21.8,0.6
CC(CCc1ccccc1)NC(=O)C1CC2CCCN2C12C(=O)Nc1ccccc12 (configuration not stated),-3.6,-1.0,-1.3,-0.1
NC(=O)c1ccccc1NC(=S)NC(=O)c1ccc(Br)o1,-34.7,0.3,13.3,-0.1

# The list goes on:
SMILES,TEAD-YAP inh,GPR151 ag,MITF primary,FBW7 act
CCN(C(=O)CSc1nncs1)c1cccc2ccccc12,-0.4,0.9,-11.4,-0.1
Cc1cc(C)n(/N=C/c2cc([N+](=O)[O-])ccc2Cl)c(=O)c1,5.2,-0.1,17.2,0.5
COc1ccc(NC(=O)CC(NCc2ccco2)C(=O)O)c(OC)c1 (configuration not stated),6.0,-1.1,12.9,0.4
CCOC(=O)N1CCN(C(=O)c2cc3c(=O)[nH]c4ccc(C)cc4c3s2)CC1,13.5,0.4,14.0,-0.1
COc1ccc(S(=O)(=O)N(CC(=O)Nc2cccc(C)c2)c2ccc(C)cc2)cc1,16.1,-0.7,4.4,0.0
COc1cc2nc(NCCN3CCOCC3)nc(NCc3ccccc3)c2cc1OC,-0.1,-1.6,5.9,-0.3
CCc1ccc(-c2cc(C(=O)NCCc3ccc(OC)cc3)c3ccccc3n2)cc1,2.3,-0.8,8.0,-0.1
COc1cc(OC)nc(NC(=S)NC(=O)c2ccccc2)n1,-21.1,1.5,40.8,0.0
CCCCC(=O)Nc1c2c(nn1-c1ccccc1C)CS(=O)(=O)C2,-1.1,-0.5,8.2,-0.1
CCOc1ncnc2c1[nH]c1ccc(F)cc12,-4.4,-2.0,8.1,0.2
CC[C@H](C)[C@@H]1NC(=O)[C@H]2CN(C(=O)c3ccc(OC(F)(F)F)cc3)CCN2C1=O,5.3,-1.1,13.0,0.1
O=c1[nH]c(Nc2nc3ccccc3s2)nc2c1CCCC2,-13.7,1.6,-0.4,0.0
Cc1cccc(C)c1NC(=O)CSc1nnc(-c2cccs2)n1C,-4.2,-0.5,-6.2,-0.1
O=C(NC(=S)Nc1ccc2oc(-c3cc(I)ccc3Cl)nc2c1)c1ccco1,-1.4,1.4,-11.4,0.6
O=C(Nc1nc(-c2ccccc2)c(C(=O)c2ccccc2)s1)c1cccc([N+](=O)[O-])c1,1.6,-0.8,-5.9,-0.1
CCOC(=O)N1CCN(C(=O)CN(c2cc(Cl)ccc2C)S(=O)(=O)c2ccccc2)CC1,6.9,-0.1,11.4,0.1
CCOC(=O)N1CCN(C(=O)c2ccc(Cn3c(=S)[nH]c4ccc(Br)cc4c3=O)cc2)CC1,10.7,-0.8,-6.6,0.0
Cc1ccc(NS(=O)(=O)c2ccc3c(c2)C(=O)c2ccccc2C3=O)cc1,-7.3,-0.5,-5.8,0.1
Cn1nc(CC(=O)Nc2ccc(Cl)c(C(F)(F)F)c2)c2ccccc2c1=O,7.3,-0.8,3.8,0.1
CCOC(=O)Cn1nc[n+]2[nH]c(C)cc(=O)c12,3.4,0.2,-1.6,0.2

# Single records (already shown). Values in the order: TEAD-YAP inh	GPR151 ag	MITF primary	FBW7 act
# `Cc1cccc(C)c1NC(=O)CSc1nnc(-c2cccs2)n1C` is listed as -4.2	-0.5	-6.2	-0.1
# `CCOC(=O)Cn1nc[n+]2[nH]c(C)cc(=O)c12` is listed as 3.4	0.2	-1.6	0.2
# `O=C(Nc1nc(-c2ccccc2)c(C(=O)c2ccccc2)s1)c1cccc([N+](=O)[O-])c1` is listed as 1.6	-0.8	-5.9	-0.1
# `CCOC(=O)N1CCN(C(=O)CN(c2cc(Cl)ccc2C)S(=O)(=O)c2ccccc2)CC1` is listed as 6.9	-0.1	11.4	0.1
# `Cn1nc(CC(=O)Nc2ccc(Cl)c(C(F)(F)F)c2)c2ccccc2c1=O` is listed as 7.3	-0.8	3.8	0.1
